# From PubChem
# TROY NFkB inh = inhibitors of TROY-driven NF-kB signaling, primary screen, Q293 LMP1-TROYcd cells, NF-kB luciferase, uHTS | Q293 LMP1-TROYcd NF-kB luciferase reporter, 4 h | inhibition, % at 10 µM | hit rate 0.98% among 360,000 | AID 1347056, 2019;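 active = compounds whose plate-normalised and pattern-corrected inhibition of the luciferase reporter signal at the single screening dose is 50% or more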
# SRC3 inh = SRC3 coactivator transcriptional activity inhibitors, primary screen, cell-based, luminescence; hit rate 0.17% among 360,000; Nuclear receptor coactivator 3 (Homo sapiens), Q9Y6Q9; inhibition, % at 3.6 µM; HEK293 GAL4-SRC3 luciferase reporter;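 active = inhibition above a per-campaign cutoff, the mean of all compounds plus 3 SD, cut at about 60% in these data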;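 also: 0% = DMSO-treated cells and 100% = gossypol-treated cells at 36 µM; higher means less SRC3-driven luciferase light from the GAL4 reporter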
# COUP-TFII inh = NR2F2 transcriptional activity inhibitors, primary screen, cell-based, luciferase reporter, HEK293T, luminescence. AID 686940, 2013. hit rate 0.7% among 370,000. inhibition, % at 8.6 µM. HEK293T NGFI-A luciferase reporter;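 active = inhibition above a per-plate cutoff, mean inhibition of test wells between control levels plus 3 SD, cut at about 38% in these data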;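 also: cells cotransfected with COUP-TFII expression vector driving the NGFI-A reporter; 0% = median of COUP-TF2 test wells and 100% = reporter-only cells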
# EBV LMP1 NFkB = EBV LMP1-driven NF-kappaB luciferase reporter inhibitors, primary screen, cell-based, luminescence, single point. hit rate 0.69% among 350,000. LMP1-induced NF-kappaB luciferase reporter cells. AID 504558, 2011. inhibition, % at 12.5 µM; in the data active = inhibition above about 41%;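 also: 0% = neutral control wells and 100% = reference inhibitor control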
# TWEAK Fn14 block = inhibitors of TWEAK-Fn14 signaling, primary screen, luciferase reporter cells, uHTS. TWEAK-stimulated Fn14 reporter cells, luciferase luminescence, 8 h. inhibition, % at 10 µM. hit rate 2% among 360,000; in the data active = inhibition above about 50%
# NCOA2 inhibitor = inhibition of GAL4-SRC2 driven luciferase reporter, primary screen, SRC2 inhibitor project, cell-based, luminescence; HEK293 GAL4-SRC2 luciferase reporter; inhibition, % at 9 µM; hit rate 0.17% among 370,000; AID 651957, 2012;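 active = inhibition above the mean inhibition of all tested compounds plus 3 SD, set per campaign, cut at about 52% in these data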;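 also: 0% = DMSO treated cells and 100% = cells given Gossypol at 36 µM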
# KKLEB cytotox = cytotoxicity in KKLEB CF airway cells, primary screen, cytotoxicity control for CF NF-kB inhibitor project, cell-based, uHTS, fluorescence assay plates | hit rate 0.36% among 360,000 | activity change (cytotoxicity), % at 5 µM | KKLEB CF airway cells viability, ATPlite luminescence, overnight; stronger effect = lower value; cells stimulated with P. aeruginosa culture filtrate;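 active = corrected activity change at or below -50% at 5 µM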
# NCOA1 inh = SRC1 coactivator transcriptional activity inhibitors, primary screen, cell-based, luminescence. Nuclear receptor coactivator 1 (Homo sapiens), Q15788. HEK293 GAL4-SRC1 luciferase reporter. inhibition, % at 3.6 µM. hit rate 0.12% among 360,000. AID 588354, 2011;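 active = inhibition above the campaign mean plus 3 SD, with each screening campaign given its own cutoff, cut at about 60% in these data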;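 also: 0% = DMSO treated cells and 100% = gossypol at 36 µM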
# Target sequence (Q15788 whole entry, looked up, the tested form may be a part): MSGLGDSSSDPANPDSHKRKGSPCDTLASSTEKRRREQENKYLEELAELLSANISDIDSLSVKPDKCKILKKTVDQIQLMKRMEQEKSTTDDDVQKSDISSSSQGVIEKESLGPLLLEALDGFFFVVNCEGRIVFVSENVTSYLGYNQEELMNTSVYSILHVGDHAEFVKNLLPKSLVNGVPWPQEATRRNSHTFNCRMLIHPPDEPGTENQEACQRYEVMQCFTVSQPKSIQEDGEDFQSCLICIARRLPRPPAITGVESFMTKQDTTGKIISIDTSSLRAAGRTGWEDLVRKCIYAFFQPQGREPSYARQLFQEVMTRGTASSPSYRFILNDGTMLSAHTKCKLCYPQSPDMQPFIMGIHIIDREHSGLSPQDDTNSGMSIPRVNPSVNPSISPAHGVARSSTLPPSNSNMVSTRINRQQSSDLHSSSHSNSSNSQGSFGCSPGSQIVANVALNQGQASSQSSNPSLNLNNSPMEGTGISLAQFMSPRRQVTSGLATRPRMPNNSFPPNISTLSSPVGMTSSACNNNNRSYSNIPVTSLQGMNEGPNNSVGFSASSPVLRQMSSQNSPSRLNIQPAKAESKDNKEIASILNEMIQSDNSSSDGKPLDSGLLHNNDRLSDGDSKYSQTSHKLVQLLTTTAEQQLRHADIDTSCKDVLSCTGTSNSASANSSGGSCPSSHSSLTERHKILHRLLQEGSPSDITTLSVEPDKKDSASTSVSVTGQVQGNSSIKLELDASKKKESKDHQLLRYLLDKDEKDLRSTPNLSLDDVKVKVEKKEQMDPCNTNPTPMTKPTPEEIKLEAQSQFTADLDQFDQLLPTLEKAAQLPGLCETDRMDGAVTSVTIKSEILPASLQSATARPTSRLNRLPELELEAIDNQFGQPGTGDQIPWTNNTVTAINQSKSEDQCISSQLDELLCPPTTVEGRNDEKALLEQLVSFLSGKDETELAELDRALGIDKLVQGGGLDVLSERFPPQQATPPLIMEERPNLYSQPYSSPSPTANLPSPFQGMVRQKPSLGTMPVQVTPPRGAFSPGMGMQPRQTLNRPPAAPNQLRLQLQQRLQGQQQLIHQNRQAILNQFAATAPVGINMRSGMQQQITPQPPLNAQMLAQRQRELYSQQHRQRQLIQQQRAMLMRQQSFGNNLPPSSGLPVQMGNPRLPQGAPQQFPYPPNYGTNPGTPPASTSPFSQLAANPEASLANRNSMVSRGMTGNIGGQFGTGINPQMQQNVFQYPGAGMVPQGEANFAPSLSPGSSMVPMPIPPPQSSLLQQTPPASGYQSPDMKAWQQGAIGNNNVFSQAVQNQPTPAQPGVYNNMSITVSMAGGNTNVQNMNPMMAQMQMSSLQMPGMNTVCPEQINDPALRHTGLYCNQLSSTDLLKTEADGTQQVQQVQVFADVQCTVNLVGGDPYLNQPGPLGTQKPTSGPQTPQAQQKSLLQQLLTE
# CF NFkB block = inhibitors of PAF-induced NF-kB signaling, primary screen, cell-based, GFP fluorescence, uHTS; hit rate 0.86% among 360,000; KKLEB NF-kB-GFP reporter, GFP fluorescence overnight; inhibition, % at 5 µM; AID 588850, 2011;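 active = at least 50% inhibition at 5 µM, scaled per plate between neutral and stimulator controls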;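 also: PAF is a Pseudomonas aeruginosa culture filtrate used as stimulus; plate controls were PAF-stimulated DMSO wells for no effect and unstimulated DMSO wells for full effect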
# TRAIL sens C8 = viability loss with TRAIL in NB7+C8 cells, primary screen, TRAIL sensitizer project, cell-based, ATPlite luminescence | inhibition (viability loss, TRAIL sensitization), % at 10 µM | AID 624354, 2012 | hit rate 1% among 360,000;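 active = compounds causing at least 50% loss of cell viability in the single-dose screen, relative to plate controls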
# LRH-1 inv ag = LRH-1 (NR5A2) inverse agonists, primary screen, cell-based, luminescence, HEK293T, StAR-luciferase reporter. LRH-1 transfected, 24 h. inhibition, % at 3.6 µM. hit rate 0.13% among 360,000. AID 602396, 2012;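 active = inhibition above the mean inhibition of all tested compounds plus 3 SD, cut at about 73% in these data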;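 also: 0% = DMSO wells and 100% = reporter-only cells lacking LRH-1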
# * = called active by the depositor; nt = no result given.
entry	canonical_smiles	TROY NFkB inh	SRC3 inh	COUP-TFII inh	EBV LMP1 NFkB	TWEAK Fn14 block	NCOA2 inhibitor	KKLEB cytotox	NCOA1 inh	CF NFkB block	TRAIL sens C8	LRH-1 inv ag
1	O=C(Nc1cccc(N=Cc2cc(Cl)cc(Br)c2O)c1)c1ccco1	-4	3	7	-3	29	-4	22	-23	22	12	15
2	CC(C)c1csc(CN2CCN(CCc3ccccc3)C(CCO)C2)n1 (configuration not stated)	2	1	25	10	32	1	-1	-29	16	2	8
3	Clc1cccc(CNCCCSc2ncccn2)c1	-2	-9	-9	-1	-23	16	0	3	-6	4	6
4	O=C(O)CCn1c(C(=O)O)cc2sccc21	0	5	9	5	-20	15	-4	6	1	-9	20
5	c1ccc(-n2nnc(-c3cccnc3)n2)cc1	-78	-84	-41	-30	-29	-49	12	-91	-28	14	-80
6	O=C(Nc1cccc2ncccc12)c1cccc(F)c1	4	1	10	8	-11	-2	4	-10	10	0	2
7	CCC(C)(C)NC(=O)C(OC(=O)c1ccco1)c1ccc(OC)cc1 (configuration not stated)	5	2	5	-4	26	5	-6	1	-12	-15	-1
8	O=C(CCCCCN1C(=O)[C@@H]2Cc3ccccc3CN2C1=O)N[C@@H](Cc1ccc(O)cc1)C(=O)O	-18	1	10	-8	23	5	4	-22	0	-4	-6
9	CSc1ccccc1NC(=S)N/N=C/c1cccn1Cc1ccc(F)cc1	35	7	2	5	8	-42	2	-16	11	7	-12
10	NS(=O)(=O)c1cccc(NC(=O)CSc2nnc(C3CC3)n2C2CC2)c1	-11	-14	-14	-1	-12	9	13	-4	10	-13	-5
11	C=CCNC(=S)N1CCN(c2ccccc2Cl)CC1	-8	-11	1	-1	-10	-8	-1	6	4	11	-6
12	CN(C)CCN1CCN(C2CN(CCc3ccccc3)S(=O)(=O)C2)CC1 (configuration not stated)	-10	7	-2	nt	-6	4	3	2	0	-6	-22
13	O=C(Cc1ccccc1)NCC(=O)N/N=C/c1ccc([N+](=O)[O-])s1	-2	3	-4	0	0	3	-4	4	2	3	24
14	Cc1ccc(-c2ccc(=O)n(CC(=O)NCCN3CCCCC3C)n2)cc1 (configuration not stated)	9	7	10	1	15	-5	-6	6	2	-6	9
15	CC(=O)NC(CCS(C)(=O)=O)C(=O)Nc1cccc(C)c1 (configuration not stated)	6	16	16	6	-4	-13	-1	15	24	-18	18
16	O=C(CNC(=S)NC(=O)c1ccccc1Br)c1ccccc1	-39	17	-9	1	-7	-7	8	-13	-2	-5	19
17	Brc1ccc(-c2nnc3ccc(N4CCN(c5ccccc5)CC4)nn23)cc1	-19	-2	nt	-9	-9	nt	-5	-35	-19	-1	12
18	O=C1CC(C(=O)O)(c2ccccc2)c2cccc(F)c21 (configuration not stated)	-18	7	3	-4	-5	-22	-11	-6	7	0	15
19	COc1ccc(-c2ccc3c(c2)S(=O)(=O)c2cccc(C(=O)NC4CCCCC4)c2C3=O)cc1OC	14	-4	nt	-18	8	nt	-10	8	21	22	-12
20	O=C(N/C(=C/c1cccnc1)C(=O)N1CCCCCC1)c1cccc(Br)c1	4	7	-1	6	-2	0	10	-11	-33	0	-26
21	Cc1ccccc1NC(=S)N1CCN(C(=O)c2ccco2)CC1	7	13	-3	5	1	14	-21	5	14	3	-19
22	Cc1ccc(CN(C)S(=O)(=O)c2c(C)noc2/C=C/N(C)C)cc1	41	26	-7	-6	8	3	1	-12	-8	13	16
23	CN(NC(=O)C(=O)NCc1ccco1)C(=O)Nc1ccc(Cl)cc1	-36	-7	-13	nt	-31	-32	10	-39	-23	-8	-35
24	O=C(O)CC/C(=N\NC(=O)c1ccccc1Br)c1ccccc1	-1	5	-14	1	-21	7	0	8	8	14	-34
25	C/C(CC(=O)Nc1ccc([N+](=O)[O-])cc1)=N\NC(=O)c1ccccc1[N+](=O)[O-]	6	-11	6	-5	-23	17	-8	-12	-2	5	-5

# Entries 1 to 4, reprinted for reference:
entry	canonical_smiles	TROY NFkB inh	SRC3 inh	COUP-TFII inh	EBV LMP1 NFkB	TWEAK Fn14 block	NCOA2 inhibitor	KKLEB cytotox	NCOA1 inh	CF NFkB block	TRAIL sens C8	LRH-1 inv ag
1	O=C(Nc1cccc(N=Cc2cc(Cl)cc(Br)c2O)c1)c1ccco1	-4	3	7	-3	29	-4	22	-23	22	12	15
2	CC(C)c1csc(CN2CCN(CCc3ccccc3)C(CCO)C2)n1 (configuration not stated)	2	1	25	10	32	1	-1	-29	16	2	8
3	Clc1cccc(CNCCCSc2ncccn2)c1	-2	-9	-9	-1	-23	16	0	3	-6	4	6
4	O=C(O)CCn1c(C(=O)O)cc2sccc21	0	5	9	5	-20	15	-4	6	1	-9	20

# (further entries)
entry	canonical_smiles	TROY NFkB inh	SRC3 inh	COUP-TFII inh	EBV LMP1 NFkB	TWEAK Fn14 block	NCOA2 inhibitor	KKLEB cytotox	NCOA1 inh	CF NFkB block	TRAIL sens C8	LRH-1 inv ag
26	COC(=O)C1=C(Nc2ccc(C)cc2)C=C(C)C(C(=O)OC)C1c1cccc(OC)c1 (configuration not stated)	5	7	5	-3	21	-12	-21	0	16	13	-5
27	CCC(CO)Oc1cc(NC(=O)c2cccc(F)c2)c2ncn(C(C)C)c2c1 (configuration not stated)	3	-13	-1	-7	12	-27	-3	3	-3	-25	7
28	C/C=C/c1ccc(OCC(=O)N2CCc3cc(OC)c(OC)cc3C2)c(OC)c1	17	-30	-9	10	11	-15	-9	-10	7	-14	-3
29	Cc1cc(C=O)c(C)n1-c1ccc2c(c1)OCO2	3	6	-7	-4	1	-28	-2	-9	-2	-3	7
30	C(=N\N=C\c1ccccn1)/c1ccccn1	-50	-14	0	-6	-22	-12	-2	-23	-4	15	-10
31	CCOC(=O)c1cnc(COc2ccc(OC)cc2)[nH]c1=O	-18	7	-19	-4	-7	-13	0	-8	-6	5	-1
32	COc1ccccc1N1CSC2=C(C#N)C(c3ccc(SC)cc3)CC(=O)N2C1 (configuration not stated)	24	-9	-3	-1	17	-11	5	-2	17	-2	-9
33	O=C(CSc1nc2ccccc2[nH]1)Nc1c(F)c(F)c(F)c(F)c1F	0	3	-5	1	-5	6	-8	-2	4	-2	6
34	OCCN1CCOCCOCCN(CCO)CCN(CCO)CC1	4	9	-7	4	2	7	-7	-10	-12	-2	-11
35	c1ccc(CN2CCN(c3nc4ccccc4s3)CC2)cc1	-38	-106	-18	-22	18	-56	-16	-106	-15	24	-117
36	ONC(=NCc1ccccc1)c1ccccc1	-24	-14	-6	7	-1	3	11	-5	-6	-16	-9
37	CCOCCCn1cnc2c([nH]c3cc(OC)ccc32)c1=O	-14	-12	-13	-5	-10	-63	-13	-14	-15	0	-15
38	COc1cc(C(=O)NNC(=O)CCOc2cccc(Br)c2)cc(OC)c1OC	12	-8	0	2	-9	-7	-3	-19	-24	-12	-4
39	CCCS(=O)(=O)N1CCN(Cc2ccccc2[N+](=O)[O-])CC1	-11	-20	13	10	-8	-11	4	-10	5	-8	0
40	O=C(N/N=C/c1ccccc1OC(=O)c1ccc2c(c1)OCO2)c1ccccc1	-58	-17	-14	1	-6	-27	2	-36	-5	4	-37
41	CC1(C)Cc2c(c(N3CCOCC3)nc3sc4c(=O)[nH]cnc4c23)CS1	2	10	-14	8	-16	7	-14	8	35	11	2
42	CC(c1ccccc1)n1cc(C(=O)NCCN2CCOCC2)nn1 (configuration not stated)	2	20	0	2	-20	-13	6	1	-17	7	17
43	O=C(CCNS(=O)(=O)c1cccc2nsnc12)NCc1ccco1	-16	0	-2	-4	-8	-22	-3	-23	3	-3	16
44	N#Cc1ccsc1NC(=O)COC(=O)C1=NNC(=O)CC1	2	-18	-3	22	-6	-34	-1	-34	-10	-12	-22
45	CSc1ccc(S(=O)(=O)N2CCC(C(=O)N3CCc4ccccc4C3)CC2)cc1	-34	4	7	12	5	-10	-2	4	-5	-19	14
46	Cc1nc2c(nc1C)C(=O)c1ccccc1C2=O	-5	7	-17	3	15	-34	-13	17	61*	49	26
47	Cc1nn(Cc2ccccc2)c(N)c1-c1ccccc1	-3	6	2	2	6	10	-9	-1	0	-3	9
48	O=C(NCCNC(=O)c1ccc(Cl)cc1Cl)c1ccc(Cl)cc1Cl	3	21	12	nt	0	-16	-6	-1	-11	-2	-27
49	CCOC(=O)c1c(NC(=O)CCc2ccc(CC)o2)sc(C)c1C	-17	7	10	6	-9	31	10	-8	4	-5	16
50	Cc1cccc(OCC(=O)Nc2ccc(C(=O)NCC(C)C)cc2)c1	1	15	-22	-3	10	2	5	-12	-4	-2	10
51	CCOc1cc(S(=O)(=O)NCc2ccccc2)ccc1Br	3	0	-15	3	22	-51	-8	16	30	-6	4
52	Cc1cccc(NC(=O)c2cc(-c3cccnc3)nc3c(C)cccc23)n1	23	38	-6	0	11	14	3	-3	-12	26	23
53	[O-][n+]1nc2ccccc2c2ccccc21	-10	3	-11	9	-40	-32	-3	13	-67	1	-35

# An excerpt from above in order of length of the SMILES, largest number first.
entry	canonical_smiles	TROY NFkB inh	SRC3 inh	COUP-TFII inh	EBV LMP1 NFkB	TWEAK Fn14 block	NCOA2 inhibitor	KKLEB cytotox	NCOA1 inh	CF NFkB block	TRAIL sens C8	LRH-1 inv ag
22	Cc1ccc(CN(C)S(=O)(=O)c2c(C)noc2/C=C/N(C)C)cc1	41	26	-7	-6	8	3	1	-12	-8	13	16
49	CCOC(=O)c1c(NC(=O)CCc2ccc(CC)o2)sc(C)c1C	-17	7	10	6	-9	31	10	-8	4	-5	16
42	CC(c1ccccc1)n1cc(C(=O)NCCN2CCOCC2)nn1 (configuration not stated)	2	20	0	2	-20	-13	6	1	-17	7	17
4	O=C(O)CCn1c(C(=O)O)cc2sccc21	0	5	9	5	-20	15	-4	6	1	-9	20
